Assay outcomes deposited in PubChem BioAssay by several laboratories.
RmlC RmlD mix – RmlC/RmlD inhibition, mixture screen; RmlC/RmlD coupled enzyme inhibition, 384-well mixture HTS; 0.39% of 110,000 active; inhibition, % at 5.5 µM; in the data active = inhibition above about 30%, passing the limit was not always enough; note: strong numbers were not always called active
HIV RNase H inh – blocks HIV-1 RNase H cleavage of RNA/DNA duplex; P04585; RT-RNase H RNA/DNA duplex cleavage, fluorescence; inhibition, % at 10 µM; 1.9% of 65,000 active; AID 565; in the data active = inhibition above about 50%
An asterisk follows results filed as active; . = no result given. Some of the compounds tested; rates above refer to the full screens.

SMILES	RmlC RmlD mix	HIV RNase H inh
S=c1[nH]nc(COc2ccc(Cl)cc2)n1C1CCCCC1	-31	.
Cc1ccc(-n2c(=O)cc(N3CCCCCC3)[nH]c2=O)cc1	-42	-12
Cc1ccc(F)cc1NC(=O)c1c(-c2ccccc2)noc1C	8	-21
Fc1cccc(NC(=S)Nc2ccc(Br)cc2)c1	-4	.
CC(/C=C/c1ccc2c(c1)OCO2)=N\NC(=O)COc1ccccc1C	12	.
Cc1c(Br)c([N+](=O)[O-])nn1C(C)C(=O)Nc1nccs1 (centres undefined)	-11	.
O=C(Nc1ccc(OC(=O)c2ccccc2)c(-c2nc3ccccc3s2)c1)c1ccccc1	-24	.
O=C(OCc1ccc(F)cc1Cl)c1ccccn1	7	-21
CC(O)Cn1ccccc1=N (centres undefined)	2	2
c1ccc(CNCc2ccc3c(c2)OCO3)nc1	12	.
CC(C)OP(C)(=O)CN1CCN(CP(C)(=O)OC(C)C)CC1 (centres undefined)	-12	-13
CCc1ccc(NC(=O)COC(=O)CN2C(=O)COc3ccccc32)cc1	-1	.
COc1ccc(-n2nnc3c(SCC(=O)NCC4CCCO4)ncnc32)cc1 (centres undefined)	.	-11
CC1=Nn2c(nnc2-c2ccccc2F)SC1	102	2
Nc1nc2n(n1)C(c1ccco1)CC(c1ccc(Cl)cc1Cl)N2 (centres undefined)	.	1
CCCCCC(O)CCc1n[nH]c(=S)n1-c1ccccc1 (centres undefined)	-10	.
COc1ccccc1OCCNC1CCCC1	4	.
Cc1ccc(-n2c(=O)[nH]cc(C(=O)N3CCc4ccccc43)c2=O)cc1	6	-10
Cc1nc(=O)c(-c2ccccc2)c(C)n1-c1ccccc1O	11	4
CCCCCC(=O)Nc1cccc(C2=NOC3(C2)C[C@@H](C(N)=O)N(C(=O)C2(C)CC2)C3)c1 (some centres undefined)	-8	.
CC(C)(C)C1CCc2c(sc(NC(=O)c3cccs3)c2C(=O)N2CCCCC2)C1 (centres undefined)	3	.
C=C(C)c1cccc(C(C)(C)NC(=O)Nc2ccc3[nH]c(=O)[nH]c3c2)c1	7	-25
CCCCCCc1nc2ccccc2c(=O)n1N	-13	-10
c1ccc(CSc2nnc(-c3cccnc3)o2)cc1	5	.
CCCS(=O)(=O)N1CCN(S(=O)(=O)c2ccc(F)cc2)CC1	-11	5
COc1ccccc1C=NC(CO)C(O)c1ccc([N+](=O)[O-])cc1 (centres undefined)	-11	.
COC(=O)c1cccc(NC(=S)NCc2ccc(Cl)cc2)c1	-9	.
COc1ccc(CCN(C)Cc2ccc(OCc3ccccc3)c(OC)c2)cc1OC	8	.
O=C1CC(N2CCN(c3cccc(C(F)(F)F)c3)CC2)C(=O)N1c1ccccc1F (centres undefined)	.	15
CCOC(=O)c1cccc(N2C(N)=NC(N)=NC2(C)C)c1	8	-9
COC(=O)C1=C(N)Oc2cc(C)oc(=O)c2C1c1cccnc1 (centres undefined)	-12	-9
COCC(=O)Nc1ccccc1C(=O)NC(C)C	8	-1
CNc1oc(Cc2ccccc2)nc1S(=O)(=O)c1ccccc1	.	-24
CCOC(=O)CSc1nc2ccc(C)cc2[nH]1	5	.
CC1=CC2=C(OC1N(C)C)c1cccc3cccc(c13)C2=O (centres undefined)	19	-10
Cc1cccc(OC(=O)CN2C(=O)C3C4CCC(C4)C3C2=O)c1C (centres undefined)	19	.
Nc1nnc(SCC(=O)c2ccccc2)s1	11	-2
O=C(CSc1nnc2scc(-c3ccccc3)n12)NCc1ccc2c(c1)OCO2	-19	-52
Cc1cc(C(F)(F)F)nc(SCC(=O)c2cccc([N+](=O)[O-])c2)n1	-3	.
CC1CCN(c2nc3ccccc3nc2C(C#N)C(=O)OC2CCCCC2)CC1 (centres undefined)	-10	7
Cc1cccc(C(=O)Oc2csc(=S)n2C(=O)c2cccc(C)c2)c1	11	.
CC(=O)c1cccc(NC(=O)CN(c2ccccc2F)S(C)(=O)=O)c1	9	.
O=C(Nc1nc2ccccc2n1CCOc1ccc(Cl)cc1)c1ccco1	3	-31
CCOC(=O)c1c(N)n(C2CC(C)(C)NC(C)(C)C2)c2nc3ccccc3nc12	28	.
O=C1NC2(CCCC2)N=C1c1ccc(F)cc1	-10	.
Clc1ccc(NCc2nncn2-c2ccccc2)cc1	0	-11
CCOCCCNC(=O)c1ccc(OC(C)=O)cc1	-17	-2
CCOc1ccc(-c2nnn(CC(=O)c3ccc4c(c3)OCCO4)n2)cc1	-36	3
COc1cc2c(cc1NC(C)=O)CCCC2	-1	-1
CCCC1C(c2ccccc2)C(C#N)(C#N)C2(C#N)CC1(N)NC2=O (centres undefined)	-10	1
COc1cc(C(=O)Nc2nc(N)n(-c3ccccc3)n2)cc(OC)c1OC	-8	0
COc1ccc(N2CC(C(=O)O)CC2=O)cc1 (centres undefined)	3	.
CCN(CC)c1ccc2cc(C(=O)O)c(=O)oc2c1	4	-8
O=C(Nc1ccccc1)C1=C[C@H](c2coc3ccccc3c2=O)C[C@H](OCCCCO)O1	0	.
CCOc1ccccc1NC(=O)C1CC(=O)n2ncnc2N1 (centres undefined)	-18	.
CCCN(CCC)C(C(=O)Nc1cccc(OC)c1)c1ccccc1 (centres undefined)	11	-8
COc1ccc(SCC(=O)c2cc(C)c(OC(=S)N(C)C)c(C)c2)cc1	6	.
CC(C(=O)NC1=NCCS1)N1C(=O)c2ccccc2C1=O (centres undefined)	3	-25
CCOc1cc(N2CCOCC2)c(OCC)cc1NC(=O)COC(=O)c1cc(C)oc1C	-5	10
COc1ccccc1NC(=O)CSc1nnc(Cn2nnc(-c3ccccc3)n2)n1-c1ccccc1	-5	-8

(further entries)
SMILES	RmlC RmlD mix	HIV RNase H inh
O=C(Nc1cccnc1)c1noc2c1CCCCC2	.	-4
COc1ccc(CCN2C(=O)C3CC=C(C)CC3C2=O)cc1OC (centres undefined)	2	.
CN(C)CCOc1ncnc2c1oc1ccccc12	-3	.
Cc1nc2c(oc3ccccc32)c(=O)o1	.	1
CC(=O)NC(c1ccco1)c1ccc2cccnc2c1O (centres undefined)	.	-6
CCCCCn1c(=O)[nH]c2cc(C(=O)NCCc3ccc(OC)c(OC)c3)ccc2c1=O	-6	.
CC1(C)N=C(c2ccc(Cl)cc2Cl)C(=O)N1	-5	9
COc1ccc(-c2nc(C#N)c(N3CCN(c4cccc(Cl)c4)CC3)o2)cc1OC	8	-5
CC[C@H]1CC2CN3CCc4c([nH]c5c([C@H]6C[C@H]7[C@H](CC)CN(C)[C@@H](Cc8c6[nH]c6ccccc86)[C@H]7C(=O)OC)c(OC)ccc45)C(C(=O)OC)(C2)C13	4	.
NC(=O)[C@@H]1CC2(CC(c3cccc(NC(=O)COc4ccc(Cl)cc4)c3)=NO2)CN1C(=O)COc1ccc(Cl)cc1 (some centres undefined)	8	.
CCCCn1c(SCC(N)=O)nnc1-c1ccco1	1	-8
Cc1ccc(C(=O)O/N=C/C2=C(Cl)c3ccccc3CC2)cc1	-7	.
Cc1ccnc(SCC(=O)Nc2sc3c(c2C#N)CCCC3)n1	-11	-9
CCCCOc1ccc(/C(O)=C2/C(=O)C(=O)N(CCCOC)C2c2ccncc2)cc1C (centres undefined)	-5	3
CCOC(=O)CSc1nc(C)c2cc(OC)ccc2n1	-9	-17
COCCCn1cnc2c(c1=O)c1nc3ccccc3nc1n2-c1ccccc1	12	-3
COC(=O)c1ccccc1NC(=O)c1noc2c1CCCC2	4	4
CCOC(=O)N1CCC(N(CCOC)C(=O)Nc2ccc(CC)cc2)CC1	-10	4
Cc1ccc(-n2c(C)nc3c(cnn3-c3ccc(F)cc3)c2=O)cc1	.	-9
CC(C)CNC(=O)c1ccc(Cl)c(Cl)c1	17	.
CCOC(=O)c1[nH]c(C)c(C(=O)Nc2ccc3c(c2)OCCO3)c1C	-13	-16
COc1ccc(N2CCN(c3oc(COc4ccccc4Cl)nc3C#N)CC2)cc1	3	-11
CCOC(=O)Cc1csc(NC(=O)CCc2ccc(S(=O)(=O)N3CCOCC3)cc2)n1	-3	-7
Cc1ccc(NC(=O)CS(=O)(=O)c2cn(C)c3ccccc23)c(C)c1	7	-5
COc1cc(C(=O)Nc2ccccn2)cc(OC)c1OC	-8	0
COc1ccc(C2=CC(=O)CC(c3ccc(F)cc3)C2)cn1 (centres undefined)	6	.
CCOC(=O)CSC1=NC(=O)/C(=C\c2ccc(Cl)cc2)S1	1	.
O=C(NCc1ccccn1)C(C(=O)c1ccc(F)cc1)n1ccccc1=O (centres undefined)	11	0
O=C(CN1CCOCC1)Nc1ccc(-c2nc3ccccc3[nH]2)cc1	-6	-10
COC(=O)c1ccc(NC(=O)CN(c2ccc(OC)cc2)S(C)(=O)=O)cc1	3	2
Cc1cc(Cl)ccc1OCC(=O)NCCC(=O)O	-8	-12
COc1ccc(CCNC(=O)CNS(=O)(=O)c2cccs2)cc1OC	6	.
Fc1ccccc1Cn1nnc2c(-n3ccnc3)ncnc21	2	-4
COc1cc2nc(SCc3ccc(C(F)(F)F)cc3)n(Cc3cccs3)c(=N)c2cc1OC	-13	.
CCOC(=O)Cn1c(=O)oc2cc(S(=O)(=O)N(CCN(C)C)Cc3ccccc3)ccc21	-12	3
COc1cccc(C(=O)Nc2nnc(-c3ccc(Cl)cc3)o2)c1	-9	0
Cc1cc(=O)n2[nH]c(=O)c(N=Nc3ccccc3)c2[nH]1	-1	.
CN(c1ccccc1C(=O)N1CCN(c2ccccc2)CC1)S(C)(=O)=O	4	.
CCCCC(=O)Nc1ccccc1C#N	.	1
CCOC(=O)CSc1nc2sc3c(c2c(=O)[nH]1)CC(C)(C)OC3	-12	-2

Molecules above that contain bromine:
SMILES	RmlC RmlD mix	HIV RNase H inh
Fc1cccc(NC(=S)Nc2ccc(Br)cc2)c1	-4	.
Cc1c(Br)c([N+](=O)[O-])nn1C(C)C(=O)Nc1nccs1 (centres undefined)	-11	.

Additional records
SMILES	RmlC RmlD mix	HIV RNase H inh
CC(C)N(C(=O)CSc1nnc(Cn2nnc3ccccc32)n1C)C(C)C	9	.
COc1ccc(C2C=C(c3cccs3)Nc3nc(CCCO)nn32)cc1 (centres undefined)	44*	0
Cc1c(NC(=O)c2ccc(Cl)c(S(=O)(=O)N3CCOCC3)c2)c(=O)n(-c2ccccc2)n1C	-7	3
CCOC(=O)CNS(=O)(=O)c1c(C)noc1C	-1	-13
Nn1c(SCC(=O)Nc2ccc3c(c2)OCCO3)nnc1C(F)(F)F	17	-4
O=C(CN1CCCCC1)Nc1ccc(S(=O)(=O)N2CCCCCC2)cc1	6	-2
CC(=O)Oc1c(Cl)cc(Cl)cc1/C=C/c1ccc2ccccc2n1	-12	.
[O-]/[N+](=C\c1ccncc1)c1ccc(Br)cc1	.	11
COc1cc(Nc2cc(C)nc3ncnn23)cc(OC)c1OC	8	-9
N#Cc1c(NC(=O)c2ccc(Cn3cc(Br)cn3)o2)sc2c1CCCCC2	-6	.
COc1cc(O)c(C(CC(=O)N2CCCC(C)C2)c2cc(OC)c(OC)c(OC)c2)c(OC)c1 (centres undefined)	-114	.
Cn1c(CO)cnc1S(=O)(=O)Cc1ccc([N+](=O)[O-])cc1	-1	.
C=CCNC(=O)COc1ccc(S(=O)(=O)NC2CCCCC2)cc1	-7	-2
Cc1c(C(=O)OC2CCCC2)[nH]c2c1C(=O)CC(c1ccco1)C2 (centres undefined)	-7	-5
O=C(Nc1ccc(N2CCCC2)cc1)C(Cl)c1ccccc1 (centres undefined)	-4	.
Cc1ccc(C(=O)Cn2c(C)cc(C)c(C#N)c2=O)cc1	18	-24
CN(C)S(=O)(=O)c1ccc(C(=O)OCn2nnc3ccccc3c2=O)cc1	10	.
CCN(CC)S(=O)(=O)c1ccc(N=Cc2c(O)n(-c3ccccc3)c(=O)[nH]c2=O)cc1	-48	5
CNc1nc(-c2ccccc2)nc(-c2ccccc2)c1C#N	6	.
COC(=O)C1=C(C)NC2=C(C(=O)CCC2)C1c1ccccn1 (centres undefined)	.	6
O=C(Nc1ncn[nH]1)c1ccc([N+](=O)[O-])cc1[N+](=O)[O-]	-145	.
COc1cc(OC)c(OC)cc1/C=N/NC(=S)NCC1CCCO1 (centres undefined)	-3	.
CCn1c(SCC(=O)Nc2cc(NC(C)=O)ccc2OC)nnc1-c1cccnc1	-3	2
CCCCOc1ccc(C(=O)Nc2ccc(N3CCN(C(C)=O)CC3)cc2)cc1	.	2

Entries shown so far that contain a furan ring, fused or not:
SMILES	RmlC RmlD mix	HIV RNase H inh
Nc1nc2n(n1)C(c1ccco1)CC(c1ccc(Cl)cc1Cl)N2 (centres undefined)	.	1
O=C(Nc1nc2ccccc2n1CCOc1ccc(Cl)cc1)c1ccco1	3	-31
CCOc1cc(N2CCOCC2)c(OCC)cc1NC(=O)COC(=O)c1cc(C)oc1C	-5	10
CN(C)CCOc1ncnc2c1oc1ccccc12	-3	.
Cc1nc2c(oc3ccccc32)c(=O)o1	.	1
CC(=O)NC(c1ccco1)c1ccc2cccnc2c1O (centres undefined)	.	-6
CCCCn1c(SCC(N)=O)nnc1-c1ccco1	1	-8
N#Cc1c(NC(=O)c2ccc(Cn3cc(Br)cn3)o2)sc2c1CCCCC2	-6	.
Cc1c(C(=O)OC2CCCC2)[nH]c2c1C(=O)CC(c1ccco1)C2 (centres undefined)	-7	-5
